phage Ecoli inh – E. coli growth loss with phage present; growth absorbance; AID 651602; 360,000 compounds, 0.26% hits; inhibition, % at 11.9 µM; in the data active = inhibition above about 11%
HTR5A ag – HTR5A agonism, opioid heterodimer counter-screen. HTR5A agonist assay, luminescence, cell-based. activation, % at 9.3 µM. P47898. 340,000 compounds, 0.61% hits; in the data active = activation mostly above about 9.5%, no sharp cut-off; inactive = mostly below about 7.6%;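 note: 0% = cells with vehicle only and 100% = reference agonist; strong numbers were not always called active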
Target sequence (P47898 whole entry, looked up): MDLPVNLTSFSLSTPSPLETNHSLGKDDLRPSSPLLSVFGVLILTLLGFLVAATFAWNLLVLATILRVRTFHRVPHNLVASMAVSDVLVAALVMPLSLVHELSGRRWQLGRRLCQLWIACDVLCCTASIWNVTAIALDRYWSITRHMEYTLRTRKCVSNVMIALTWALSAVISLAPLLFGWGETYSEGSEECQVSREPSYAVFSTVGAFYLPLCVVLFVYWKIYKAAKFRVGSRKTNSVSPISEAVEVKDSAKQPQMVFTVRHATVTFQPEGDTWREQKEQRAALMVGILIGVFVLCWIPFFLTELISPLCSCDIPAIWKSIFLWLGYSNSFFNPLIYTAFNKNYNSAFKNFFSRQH
SUMO Mot1 rescue – blocks SUMOylation pathway, rescuing yeast Mot1-301 growth; S. cerevisiae Mot1-301 growth rescue, ATP luminescence, 38.5C; percent above DMSO median, 100 means doubled; 320,000 compounds, 1% hits; AID 2716; growth rescue, % at 18.8 µM;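 active = every valid replicate shows activation above 250% relative to neutral control wells; inactive = the rest, any valid replicate at or below 250%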;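 note: OY570 slx delta 5 strain wells were the positive control but not used for scaling; some compounds called inactive have numbers as strong as hits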
Tat transport – blocks Tat-dependent protein export in E. coli; AID 488895; 340,000 compounds, 0.036% hits; E. coli MC4100 TorA-mCherry Tat export, fluorescence; inhibition, % at 10 µM;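 active = mean replicate inhibition at least 50% and at least half of replicates individually reaching 50%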;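 note: exported cargo escapes ClpAP degradation while cytoplasmic cargo is degraded and loses fluorescence; 0% = median of neutral control wells and 100% = median of NaSCN control wells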
PKA-R2B activ – PKA-R2B complex activation; PKA-R2B holoenzyme dissociation, Cy5-IP20 fluorescence polarization; R2B truncated from residue 108, S112A mutant; 0% DMSO only, 100% 113 µM cGMP; activation, % at 11.4 µM; 340,000 compounds, 0.079% hits; AID 504700;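 active = activation above a cutoff set at the mean over all compounds plus 3 SD, cut at about 18% in these data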;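 note: higher means more holoenzyme dissociation and a rise in polarization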
AddAB inh – less growth of phage-infected E. coli with AddAB. E. coli expressing H. pylori AddAB, absorbance growth. inhibition, % at 11.9 µM. 330,000 compounds, 0.29% hits. AID 435030; in the data active = inhibition above about 12%;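 note: 0% = vehicle wells of infected cells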
HTR5A inv ag – HTR5A inverse agonism, opioid heterodimer counter-screen. P47898. HTR5A cell line, luminescence. inhibition, % at 9.3 µM. 340,000 compounds, 0.083% hits. AID 504634; in the data active = inhibition mostly above about 23%, no sharp cut-off; inactive = mostly below about 18%;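 note: 0% = cells with DMSO and 100% = no-cell wells with DMSO; some compounds called inactive have numbers as strong as hits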
Ecoli viability – reduces bacterial viability in AddAB counter-screen | E. coli V3065 growth, OD600 absorbance, 18 h | inhibition, % at 11.9 µM | 330,000 compounds, 0.27% hits | AID 449728;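 active = inhibition above the campaign's mean inhibition across all tested compounds plus 3 SD, cut at about 9.9% in these data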;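 note: uninfected addAB+ strain grown without phage in ampicillin broth; 0% = DMSO wells and 100% = ciprofloxacin 0.95 µg/ml wells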
DAGLB inhibitor – diacylglycerol lipase beta (human) inhibition; inhibition, % at 5.17 µM; HEK293T DAGLB membrane lysate, EnzChek fluorogenic substrate; 340,000 compounds, 0.059% hits; in the data active = inhibition above about 34%;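 note: 0% = enzyme with vehicle and 100% = wells lacking enzyme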
PKA-R1A activ – activators of PKA-R1A complex; P00514+P68181; 340,000 compounds, 0.083% hits; AID 504707; PKA-R1A dissociation, Cy5-IP20 fluorescence polarization; scaled: DMSO 0%, 113 µM cGMP 100%; activation, % at 11.4 µM;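 active = percent activation above the mean of all tested compounds plus 3 SD, cut at about 19% in these data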;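 note: higher means more PKAc released from R1A so a rise in polarization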
CDK5 inh – CDK5/p35 (human) kinase inhibition | 330,000 compounds, 0.01% hits | inhibition, % at 10 µM | Q00535+Q15078 | AID 488839 | Recombinant CDK5/p35, ADP-Glo luminescence, 60 min;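 active = highest replicate inhibition of at least 50% and at least 75% of replicates reaching 50%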;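 note: plate controls were DMSO neutral control for no effect and GW8510 at 10 µM for full effect; many of its hits are not listed in these tables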
Target sequence (Q00535 whole entry, looked up): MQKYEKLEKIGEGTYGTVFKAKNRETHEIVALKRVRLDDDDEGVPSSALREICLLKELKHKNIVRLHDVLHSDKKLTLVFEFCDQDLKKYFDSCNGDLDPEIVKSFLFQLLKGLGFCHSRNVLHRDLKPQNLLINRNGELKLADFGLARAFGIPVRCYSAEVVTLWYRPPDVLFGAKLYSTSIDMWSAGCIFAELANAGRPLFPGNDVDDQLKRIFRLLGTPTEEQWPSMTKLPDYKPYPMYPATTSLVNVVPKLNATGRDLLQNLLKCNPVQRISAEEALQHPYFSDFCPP
Target sequence (Q15078 whole entry, looked up): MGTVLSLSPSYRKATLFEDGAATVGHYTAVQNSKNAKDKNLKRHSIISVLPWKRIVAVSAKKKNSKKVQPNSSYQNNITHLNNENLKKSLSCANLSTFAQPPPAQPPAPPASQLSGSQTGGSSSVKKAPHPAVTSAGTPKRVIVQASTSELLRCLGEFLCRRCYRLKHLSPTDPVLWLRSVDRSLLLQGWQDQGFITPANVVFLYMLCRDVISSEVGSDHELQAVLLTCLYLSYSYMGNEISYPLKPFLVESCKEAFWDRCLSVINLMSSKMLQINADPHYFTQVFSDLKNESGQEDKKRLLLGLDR
* = called active by the depositor; / = not tested or not shown.

SMILES	phage Ecoli inh	HTR5A ag	SUMO Mot1 rescue	Tat transport	PKA-R2B activ	AddAB inh	HTR5A inv ag	Ecoli viability	DAGLB inhibitor	PKA-R1A activ	CDK5 inh
C=CCN(CC=C)Cc1c(O)ccc2c1oc(=O)c1ccccc12	1.1	-8.0	-3.8	-1.7	-18.8	2.5	32.0	-1.2	2.9	-0.7	2.5
O=C(O)c1cc(N=Nc2c(O)ccc3ccccc23)cc(C(=O)O)c1	3.8	7.6	/	9.1	0.0	/	-13.9	/	3.0	-0.5	-4.0
Cc1ccc(NC(=O)CN(C)S(=O)(=O)c2cccc3cccnc23)cc1F	3.2	2.0	1.3	0.8	6.8	-0.6	4.9	3.1	-2.8	-5.1	-0.6
COCCCN=Cc1c(C)[nH]n(-c2ccc(Br)cc2Br)c1=O	4.8	/	-1.4	-3.8	/	-0.5	/	-0.9	/	/	-1.4
COc1cccc(CNC(=O)CCC(=O)N2Cc3cccc(OC)c3Oc3ncccc32)c1OC	1.6	0.2	18.0	-7.1	-11.9	-0.1	-0.8	1.9	-0.8	-22.8	/
c1csc(CNc2ncnc3sccc23)c1	2.5	2.7	-30.3	-0.4	-1.4	-0.2	1.9	1.8	1.3	-1.8	2.1
Clc1cccc(Cl)c1C1=NOC(c2nnc(-c3ccccc3)o2)C1 (stereo not given)	3.2	1.4	4.0	-5.9	4.6	3.9	13.8	-1.5	-9.3	-2.8	1.4
COc1ccc(-c2nnc(SCC(=O)Nc3cc(C)on3)n2N)cc1OC	1.8	6.0	/	-0.2	-6.7	3.5	-20.0	0.1	1.0	-8.2	-0.7
CC(Oc1cc2oc(=O)c3c(c2cc1Cl)CCCC3)C(=O)NCCN1CCOCC1 (stereo not given)	0.8	-0.8	0.4	2.0	-2.6	1.3	8.1	0.8	0.7	-3.7	1.9
Nc1nc2n(n1)C(c1ccccc1)CC(c1ccc(F)cc1)N2 (stereo not given)	2.7	-2.9	-4.5	-8.5	-9.7	3.5	7.5	-1.8	1.1	-2.8	3.2
Cc1cccc(NS(=O)(=O)c2ccc(C)c(C(=O)OCC(=O)Nc3cc(C)on3)c2)c1	1.8	0.1	206.4	-3.9	-6.4	-1.7	-22.4	-1.9	0.8	-5.7	-1.5
CCCOc1ccc(/C=C/C(=O)NCc2ccccc2)cc1	5.0	0.4	-21.2	-1.2	-1.6	0.8	-1.1	1.0	-7.4	6.0	0.7
Cc1ccc(/C=N/NC(=O)Cn2nccc2C)o1	4.2	3.2	12.6	2.8	-7.9	0.2	-31.2	2.2	-0.7	-6.5	-0.7
COc1ccc(NC(=O)NC(C)C2CC3CCC2C3)cc1 (stereo not given)	3.5	0.0	-1.5	1.8	-4.4	2.2	-10.9	1.5	-0.2	-0.2	-1.2
CN(C)CCN1C(=O)C(=O)/C(=C(/O)c2ccc(F)cc2)C1c1ccccc1 (stereo not given)	-0.5	-3.4	-12.6	2.9	2.2	-2.7	8.5	-0.7	-1.8	-6.9	-2.9
CC/C(Cc1ccccc1)=N\NC(=O)c1cc(C)oc1C	4.6	1.8	5.0	-0.1	-4.8	2.0	-11.6	2.2	-2.0	5.7	-3.5
Cc1ccc(C)c2nc(SCC(=O)Nc3ccc4c(c3)OCO4)c(C#N)cc12	5.1	4.8	-6.3	1.0	-1.5	0.8	-31.7	2.1	3.0	3.4	-0.2
CN1c2ccccc2Sc2cc(N)ccc21	0.7	4.4	44.3	-3.8	9.3	3.5	-16.4	0.1	6.5	-7.0	0.9
O=C(Nc1cccc(F)c1)N1CCC(c2ccccc2)CC1	5.2	0.0	-4.7	0.4	-5.2	-0.1	0.0	0.9	-11.3	-11.0	0.1
O=C(O)c1cc([N+](=O)[O-])ccc1NCCCc1ccccc1	5.3	-1.8	17.3	-9.0	11.2	2.8	-2.2	0.9	14.1	-0.8	-1.0
Cn1c(COc2ccc([N+](=O)[O-])cc2)nnc1SCC(=O)NCC1CCCO1 (stereo not given)	2.3	0.2	-7.8	-4.6	-3.8	2.8	-0.6	-0.4	-0.7	11.2	-3.0
O=S(=O)(/C(=C/c1ccc(C(F)(F)F)cc1)c1nc2ccccc2[nH]1)c1ccccc1	1.2	-2.4	28.8	-3.3	-1.3	3.7	15.4	-2.5	0.4	-5.0	1.3
O=C(O)CC/C(=N/Nc1ncc(C(F)(F)F)cc1Cl)C(=O)O	4.1	-5.7	-1.9	12.9	3.1	-0.3	14.2	-1.1	0.4	13.0	-0.9
Cc1ccc(OC(C)C(=O)Nc2ccc(C)c(S(=O)(=O)Nc3ccc(C)cc3C)c2)cc1 (stereo not given)	-0.1	5.4	-7.6	-9.2	-12.0	4.8	-9.7	2.0	-0.7	-8.2	-0.4
N/C(=N\OC(=O)CCCCCN1C(=O)c2ccccc2C1=O)c1ccccn1	1.8	-0.2	4.0	8.6	-2.4	-0.4	18.4	-0.2	-0.6	2.0	0.3
CC(C)COP(=O)(c1ccc(N(C)C)cc1)C(O)c1ccccn1 (stereo not given)	2.0	0.7	0.4	0.7	-8.2	3.3	-5.8	1.1	-0.9	3.6	1.1
O=C(COC(=O)c1cc(-c2cccs2)nn1-c1ccccc1)Nc1ccc(Cl)c([N+](=O)[O-])c1	1.7	0.7	0.3	-6.9	1.8	1.4	12.9	-1.1	-2.5	-2.2	0.4
O=C(CSc1nnc(-c2cccs2)n1-c1ccccc1)NCc1ccc2c(c1)OCO2	1.6	1.9	0.9	-5.4	-0.7	0.9	7.5	-2.5	1.6	-3.0	-0.3
CCN(CC)S(=O)(=O)c1cccc(C(=O)N2CC(O)CC2C(=O)OC)c1 (stereo not given)	2.1	-10.1	-4.5	25.5	-18.7	2.4	24.0	0.3	-0.1	-6.9	-6.8
COc1ccc(C(CCNCc2ccc(OC(C)C)cc2)c2ccccc2OC)cc1 (stereo not given)	1.9	0.2	-15.1	3.6	-1.8	0.2	-0.7	1.4	-8.2	0.8	0.6

Retrieved by compound from above, 5 records:
SMILES	phage Ecoli inh	HTR5A ag	SUMO Mot1 rescue	Tat transport	PKA-R2B activ	AddAB inh	HTR5A inv ag	Ecoli viability	DAGLB inhibitor	PKA-R1A activ	CDK5 inh
O=S(=O)(/C(=C/c1ccc(C(F)(F)F)cc1)c1nc2ccccc2[nH]1)c1ccccc1	1.2	-2.4	28.8	-3.3	-1.3	3.7	15.4	-2.5	0.4	-5.0	1.3
Cc1ccc(OC(C)C(=O)Nc2ccc(C)c(S(=O)(=O)Nc3ccc(C)cc3C)c2)cc1 (stereo not given)	-0.1	5.4	-7.6	-9.2	-12.0	4.8	-9.7	2.0	-0.7	-8.2	-0.4
CC/C(Cc1ccccc1)=N\NC(=O)c1cc(C)oc1C	4.6	1.8	5.0	-0.1	-4.8	2.0	-11.6	2.2	-2.0	5.7	-3.5
CC(C)COP(=O)(c1ccc(N(C)C)cc1)C(O)c1ccccn1 (stereo not given)	2.0	0.7	0.4	0.7	-8.2	3.3	-5.8	1.1	-0.9	3.6	1.1
CN1c2ccccc2Sc2cc(N)ccc21	0.7	4.4	44.3	-3.8	9.3	3.5	-16.4	0.1	6.5	-7.0	0.9

(more compounds)
SMILES	phage Ecoli inh	HTR5A ag	SUMO Mot1 rescue	Tat transport	PKA-R2B activ	AddAB inh	HTR5A inv ag	Ecoli viability	DAGLB inhibitor	PKA-R1A activ	CDK5 inh
Cc1nc2ccccc2n1CC(O)c1ccccc1 (stereo not given)	4.7	-3.8	8.2	8.2	3.7	0.6	10.1	0.6	-3.0	-11.0	-1.7
Cc1ccc(S(=O)(=O)c2nc(-c3ccccc3)oc2SCC(=O)NCC2CCCO2)cc1 (stereo not given)	1.2	0.4	-12.0	0.4	8.9	1.1	8.9	-2.8	-3.7	-4.6	-0.2
CCOc1ccc(Cl)cc1S(=O)(=O)N1CCN(c2ccc(F)cc2)CC1	1.3	-0.9	52.1	-2.0	-0.3	4.9	2.3	1.5	-3.8	0.1	0.2
COc1ccc(C(=O)NCCN=C2NS(=O)(=O)c3ccccc32)cc1	2.2	-3.9	8.0	-8.4	8.7	2.6	-2.3	-2.8	-0.1	9.4	0.2
Cc1ccc(CNC(=O)C(Cc2ccccc2)n2cccc2)cc1 (stereo not given)	0.3	0.1	-4.7	1.2	-2.5	0.3	-0.2	2.8	-2.9	1.0	0.0
Nc1nc(-c2ccccc2)[nH]c(=O)c1N	2.1	2.0	25.3	-3.7	-8.7	0.6	21.2	1.2	-0.8	-4.5	1.9
O=C(Cn1nnc2ccccc21)OCC(=O)c1ccccc1	-0.5	1.3	8.2	6.6	-13.4	-3.0	5.3	1.2	-0.5	-3.1	0.1
O=C(O)COc1ccccc1C=NNC(=O)c1ccccc1NS(=O)(=O)c1cccs1	0.7	-0.7	0.0	-6.2	5.5	0.9	2.4	-0.9	5.2	-2.9	0.7
Cc1cc(SCCOc2ccc(Br)cc2)nc(N)n1	4.4	0.3	19.5	-1.2	-8.2	1.2	-16.6	-0.4	-4.9	-12.0	1.3
Cc1ccc(-c2cc(C(=O)NCCCN3CCOCC3)c3ccc(Cl)c(C)c3n2)cc1	3.0	6.5	-43.0	-2.1	0.6	3.7	-16.5	1.9	2.6	-10.8	-0.3
Nc1cc2c(cc1Cl)-c1ccc(Cl)cc1C2=O	-1.8	-4.1	/	8.1	3.5	/	14.6	/	5.4	11.0	1.1
CC(NC(=O)c1ccc(Cl)cc1Cl)C(c1ccccc1)N1CCOCC1 (stereo not given)	3.9	-0.8	-12.8	3.2	0.5	6.5	2.3	-0.8	-1.6	-6.2	-1.6
COc1cccc(/C=N\NC(=O)c2ccc(Cn3cc(Br)c([N+](=O)[O-])n3)o2)c1O	10.1	7.2	2.9	-3.7	-1.7	16.4*	-20.3	9.9*	6.8	-2.3	-0.1
CCOC(=O)c1ccc(COC(=O)CNS(=O)(=O)c2ccccc2)cc1	1.1	-1.2	3.0	-9.2	-8.9	4.4	23.7	3.5	-2.0	-2.5	-1.5
CC1CCCN(c2nc3c(c(=O)[nH]c(=O)n3C)n2CCCc2ccccc2)C1 (stereo not given)	4.3	11.0	-6.4	5.6	-9.6	1.0	-30.9	-1.1	7.4	-9.7	-1.3
Cc1ccc(S(=O)(=O)CCN2C=CC(C(F)(F)F)=NCC2)cc1	-0.9	/	-15.5	-13.3	/	-2.0	/	1.1	/	/	-0.3
CC(C)CC(=O)Nc1cc2nn(-c3ccccc3)nc2cc1Cl	2.8	9.1*	30.2	-2.5	-0.8	0.5	10.4	-3.0	-0.5	-2.8	-0.6
Cc1ccc(NC(=O)c2ccc(S(=O)(=O)N3CCOCC3)cc2)cc1	2.3	2.0	-17.2	-4.3	-6.5	1.7	-1.9	-0.6	-3.3	4.4	-0.7
O=C(CCN1CCN(C/C=C/c2ccccc2)CC1)Nc1ccccc1F	4.4	-1.7	11.5	2.0	-8.2	2.3	13.9	0.8	0.6	-4.2	-0.3
CCn1c(SCc2cccc(OC)c2)nc2ccccc2c1=O	3.2	1.5	7.5	11.7	-11.0	1.1	14.2	-4.0	-11.1	5.5	-0.6
CCN(CC)S(=O)(=O)c1ccc2nc(CSc3nnnn3-c3ccc(O)cc3)[nH]c2c1	2.8	-2.8	-7.7	4.7	2.6	0.7	3.5	2.4	-0.1	-2.3	0.8
COC(=O)NNC(=O)C(C)Oc1ccc(Cl)cc1Cl (stereo not given)	/	2.9	4.0	-8.1	14.5	0.9	-12.1	0.1	0.3	-2.8	0.1

Screening data (PubChem BioAssay)
